Source: PubChem
HTR1E agonist: activates the human 5-HT1E serotonin receptor; P28566; CHO 5-HT1E Ga15 NFAT-bla reporter, FRET; 0% DMSO wells, 100% control agonist wells; activation, % at 6 µM; 0.69% of 65,000 active;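 active means activation above a set limit, the screen-wide mean activation plus 3 SD, cut at about 8.5% in these data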;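 further: 100% = positive control agonist at 1 µM giving full maximal response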
5HT1E antag: 5-HT1E (human) receptor antagonism | P28566 | CHO 5-HT1E Ga15 NFAT-bla reporter, FRET, antagonist | inhibition, % at 6 µM | 0.99% of 65,000 active;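 active means inhibition above a set limit, the mean inhibition across every tested compound plus 3 SD, cut at about 29% in these data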;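 further: signal is the 460 over 535 nm emission ratio of beta-lactamase substrate; 0% = agonist plus DMSO wells and 100% = wells without agonist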
Ecoli tolC: growth inhibitors of E. coli BW25113 tolC mutant; OD615; growth inhibition, % at 10 µM (by protocol); 2.2% of 65,000 active; AID 573;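 active means growth inhibition at or above a cutoff equal to the mean over every tested compound plus 3 SD, cut at about 60% in these data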;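 further: growth measured after 20 h incubation at 37 °C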
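Signal: optical density read at 615 nm; Assay system: E. coli ΔtolC::kan strain BW25113; Times: 20 h incubation with compound, 37 °C; Dosing: 10 µM final, single dose.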
5-HT1A blocker: antagonists of human 5-HT1a serotonin receptor; 0.68% of 62,000 active; P08908; inhibition, % at 10 µM; AID 612; CHO 5-HT1a Ga15 NFAT-bla reporter, antagonist mode;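 active means inhibition above the mean of all tested compounds plus 3 SD, cut at about 43% in these data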;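 further: receptor stimulated by 5-CT agonist at 100 nM near EC80; beta-lactamase reporter measured by ratiometric fluorescence of a cleavable substrate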
Target sequence (P08908 whole entry, looked up): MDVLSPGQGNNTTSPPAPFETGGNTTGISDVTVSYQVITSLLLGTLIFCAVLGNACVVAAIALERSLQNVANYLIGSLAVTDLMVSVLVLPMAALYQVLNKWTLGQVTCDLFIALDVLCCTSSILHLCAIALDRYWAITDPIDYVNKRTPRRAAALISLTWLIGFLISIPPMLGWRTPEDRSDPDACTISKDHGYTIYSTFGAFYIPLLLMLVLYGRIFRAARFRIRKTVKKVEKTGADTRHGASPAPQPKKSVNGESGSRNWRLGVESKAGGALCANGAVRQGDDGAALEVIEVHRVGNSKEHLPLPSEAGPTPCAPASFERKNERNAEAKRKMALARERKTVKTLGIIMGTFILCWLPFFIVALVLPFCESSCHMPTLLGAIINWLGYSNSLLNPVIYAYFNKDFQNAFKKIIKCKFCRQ
5HT1a ag: 5-HT1a (human) receptor agonism. CHO 5-HT1a Ga15 NFAT-bla reporter, FRET ratio; 0% basal, 100% maximal reference agonist. activation, % at 10 µM. 0.56% of 65,000 active;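 active means activation above the screen-wide mean activation plus 3 SD, cut at about 19% in these data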;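 further: 0% = DMSO wells and 100% = 5-CT at EC100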
NADH enzymes: inhibitors of enzymes used to reach an NAD/NADH endpoint; 0.02% of 65,000 active; IC50, µM (titrated, usually from 10 µM), inactives show at the highest dose inhibition; AID 774; coupled PK/LDH NADH assays, four targets;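 active means single-dose screening hits from any of four coupled enzyme assays that gave an IC50 when retested across doses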;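 further: the DPM-DC format reads NADH fluorescence rather than 340 nm absorbance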
SF1 activator: SF-1 (human) activation; Q13285; CHO-K1 Gal4-SF-1 LBD luciferase reporter; % increase over DMSO SF-1-specific signal; activation, % at 10 µM; 1.9% of 65,000 active; AID 522;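 active means activation above the mean activation of all tested compounds plus 3 SD, cut at about 50% in these data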
Target sequence (Q13285 whole entry, looked up, the tested form may be a part): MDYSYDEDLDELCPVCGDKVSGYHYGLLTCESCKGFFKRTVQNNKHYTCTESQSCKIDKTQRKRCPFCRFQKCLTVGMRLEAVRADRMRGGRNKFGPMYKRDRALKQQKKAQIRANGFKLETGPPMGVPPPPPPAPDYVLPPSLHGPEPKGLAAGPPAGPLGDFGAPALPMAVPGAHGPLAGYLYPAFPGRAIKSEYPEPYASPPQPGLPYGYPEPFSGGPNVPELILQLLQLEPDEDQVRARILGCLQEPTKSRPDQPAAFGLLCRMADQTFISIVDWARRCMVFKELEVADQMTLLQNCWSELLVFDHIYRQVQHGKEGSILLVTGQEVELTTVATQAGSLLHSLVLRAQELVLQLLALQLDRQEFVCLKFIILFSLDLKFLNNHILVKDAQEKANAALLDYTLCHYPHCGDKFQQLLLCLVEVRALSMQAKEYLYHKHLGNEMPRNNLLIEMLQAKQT
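Test system: CHO-K1 cells co-transfected with Gal4 DBD–human SF-1 LBD, 5xGal4 luciferase reporter. Quantity: 4,000 cells per well. Compound: 10 µM only. Incubation: compound added 1 h post-seeding, 20 h exposure at 37 °C, 5% CO2. Detection: SteadyLite luciferase luminescence. Replication: one test per compound.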
RORa activator: activators of human nuclear receptor RORA. CHO-K1 Gal4-RORA LBD luciferase reporter, luminescence; percent increase over mock-subtracted basal signal. activation, % at 10 µM. 1.5% of 65,000 active. AID 560;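 active means activation above the mean of all tested compounds plus 3 SD, cut at about 49% in these data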;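 further: 0% = DMSO-treated RORA cells and 100% = added signal equal to DMSO minus mock-transfected cells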
MMP13 inh: MMP13 (human) collagenase inhibition; P45452; 0.07% of 65,000 active; inhibition, % at 4 µM; AID 570; MMP-13 fTHP FRET cleavage, Mca fluorescence;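 active means inhibition above the mean of compound-free control plate wells plus 3 SD, cut at about 14% in these data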;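 further: 0% = DMSO wells and 100% = wells with reference MMP-13 inhibitor after basal subtraction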
The depositor's hits bear a star; nt = no result given; [ ] = another dose, or the depositor's remark. Not a hit list; about 7.2% have a hit in one of these screens.

No. | SMILES | MMP13 inh | NADH enzymes | RORa activator | HTR1E agonist | 5HT1E antag | Ecoli tolC | 5-HT1A blocker | SF1 activator | 5HT1a ag
1 | COc1cc2c(cc1NC(=O)CN(C)Cc1nc3ccccc3c(=O)[nH]1)oc1ccccc12 | -3 | 5% | -3 | 0.1 | 7 | 1 | -2 | 26 | 1.3
2 | CCCCCOC(=O)Cn1c(N2CCOCC2)nc2c1c(=O)[nH]c(=O)n2C | 2 | 3% | 11 | -0.2 | -4 | 9 | 0 | -2 | -0.1
3 | Cn1c(CNC(=O)Nc2ccccc2)nnc1SCc1ccccc1 | -4 | 3% | 11 | -1.0 | 0 | 13 | 1 | 3 | -0.2
4 | Cc1nn(Cc2ccc(Cl)c(Cl)c2)c(C)c1NC(=O)c1cc(-c2ccco2)on1 | 4 | 4% | -2 | -0.3 | 23 | 20 | 38 | -42 | 6.5
5 | CCOc1ccc2nc(NC(=O)CSc3nnc(-c4ccncc4)n3CC3CCCO3)sc2c1 (centres undefined) | 2 | 7% | 30 | -0.5 | -5 | 3 | 0 | 38 | 1.5
6 | CCc1nc2ccccc2c(C(=O)OC2CCOC2=O)c1C (centres undefined) | -4 | 4% | -6 | -0.2 | -6 | -13 | 2 | 8 | -1.2
7 | CCc1c(C)nc2cc(-c3ccc(OC)cc3)[nH]n2c1=O | -54 | 11% | 58* | -0.9 | -2 | 7 | 10 | 45 | -2.0
8 | CC(=O)Nc1ccn(Cc2c(F)cccc2Cl)n1 | 1 | 5% | 27 | 0.3 | -11 | -2 | -20 | 42 | -0.7
9 | O=C(NC1CS(=O)(=O)CC1NCc1ccccc1)c1ccccc1 (centres undefined) | -4 | 3% | 11 | -0.3 | 2 | -5 | -4 | -5 | -0.7
10 | COc1ccc(C(=O)n2nc(-c3ccco3)nc2SC)cc1OC | 0 | 3% | 1 | 0.2 | 2 | -7 | 15 | 1 | -1.7
11 | CCOCCCn1c(=N)c(C(=O)Nc2cc(C)on2)cc2c(=O)n3ccccc3nc21 | -30 | 1%[fluoresces] | -19 | -0.8 | -2 | -13 | 13 | -16 | 0.7
12 | COc1ccc(N2CCN(CC(=O)Nc3nnc(-c4ccccc4)s3)CC2)cc1 | 1 | 6% | 16 | 0.3 | -4 | -11 | -7 | 10 | -3.4
13 | Cc1nnc(NCCc2ccccc2)[nH]c1=O | 6 | 2% | -5 | -0.1 | 4 | -11 | -24 | 1 | -2.1
14 | O=C(NCCOC(=O)C1COc2ccccc2O1)c1cccnc1 (centres undefined) | 0 | 12% | -12 | 0.7 | -10 | -8 | -6 | 25 | -2.5
15 | CC(=O)c1cccc(NC(=O)Cn2cc3c(n2)CCCC3)c1 | -2 | 1% | -5 | 0.5 | -5 | -8 | 2 | -2 | 0.1
16 | Cc1cc(-c2c(C)n([O-])c(C)c(C)[n+]2=O)ccc1F | 0 | 7% | -5 | 0.0 | 1 | -27 | -4 | 14 | -2.5
17 | CCOc1cc(CNc2ncc(-c3ccc(OC)cc3)n2C)ccc1O | 2 | 5% | 8 | 0.2 | -3 | -12 | -11 | 9 | -1.5
18 | COC(=O)c1ccc(NC(=O)CCn2cccc2)cc1 | 1 | 3% | -14 | 9.6* | -6 | -4 | 4 | -10 | -2.5
19 | COc1ccc(OC)c(S(=O)(=O)NCCc2cn3ccsc3n2)c1 | 0 | 5% | -2 | 0.3 | -8 | -5 | 2 | -5 | -1.7
20 | O=c1c2c3nc4ccccc4nc3n(CC3CCCO3)c2ncn1CCc1ccccc1 (centres undefined) | -34 | 6%[fluoresces] | -1 | 0.0 | 0 | 1 | 1 | 3 | 0.3
21 | Cc1csc(NC(=O)c2nc3nc(C)cc(C)n3n2)n1 | 8 | 5% | 35 | 1.2 | -4 | 1 | 2 | 44 | -0.3
22 | Cc1nn(C)cc1/C=N/O | -14 | 2% | -12 | 0.4 | 2 | 0 | nt | -3 | 0.9
23 | CCCCS(=O)(=O)NC1=NCN(C2CCN(Cc3ccccc3)CC2)CN1 | -7 | 4% | -10 | 0.6 | -10 | -14 | -6 | -9 | 0.3
24 | Cc1ccc(C)c(S(=O)(=O)Nc2ccccc2C(=O)Nc2cc(C)on2)c1 | -154[fluorescence artefact?] | 3%[fluoresces] | 3 | -0.1 | -3 | 22 | 21 | 8 | -2.8
25 | N#Cc1sc2nc3c(c(-c4cccnc4)c2c1N)CCC3 | 1 | 8% | 13 | 0.3 | 15 | 9 | -6 | 3 | -2.8
26 | CCCNC(=O)CS(=O)(=O)Cc1nc(-c2ccccc2C)oc1C | -1 | 2% | -5 | 0.5 | 3 | 3 | 10 | 1 | -1.4
27 | O=C(O)C1CC(=O)N(Cc2ccccc2)C1 (centres undefined) | -3 | 2% | 10 | -0.7 | -2 | -7 | -6 | 4 | 1.6
28 | COc1ccc(C(=O)C(c2ccccc2)N2CCOCC2)cc1 (centres undefined) | -5 | 6% | -12 | 0.9 | 2 | -1 | 20 | -10 | -3.1
29 | CCc1ccc(S(=O)(=O)NCc2csc(-c3cccnc3)n2)s1 | 4 | 6% | 11 | 0.8 | 0 | 3 | -1 | 11 | 0.3
30 | Cc1ccc(-c2nc3c(=O)n(C)c4ccccc4c3o2)cc1 | -52 | 5%[fluoresces] | 31 | -1.0 | 18 | 13 | 22 | 19 | -0.9

Among those listed so far, these have a thiophene ring, fused or not:
No. | SMILES | MMP13 inh | NADH enzymes | RORa activator | HTR1E agonist | 5HT1E antag | Ecoli tolC | 5-HT1A blocker | SF1 activator | 5HT1a ag
25 | N#Cc1sc2nc3c(c(-c4cccnc4)c2c1N)CCC3 | 1 | 8% | 13 | 0.3 | 15 | 9 | -6 | 3 | -2.8
29 | CCc1ccc(S(=O)(=O)NCc2csc(-c3cccnc3)n2)s1 | 4 | 6% | 11 | 0.8 | 0 | 3 | -1 | 11 | 0.3

New compounds follow:
No. | SMILES | MMP13 inh | NADH enzymes | RORa activator | HTR1E agonist | 5HT1E antag | Ecoli tolC | 5-HT1A blocker | SF1 activator | 5HT1a ag
31 | CN1CCN(S(=O)(=O)c2ccc(SCCOc3ccccc3)nc2)CC1 | 0 | 5% | 19 | 0.3 | -10 | 17 | -6 | -10 | -2.3
32 | O=C(COC(=O)c1cccs1)c1ccc2c(c1)OCCO2 | 11 | 1% | 39 | -0.3 | 1 | 5 | 5 | 27 | -0.5
33 | COc1ccccc1NC(=O)CSc1nnc(C)n1CCc1ccccc1 | 1 | 6% | 4 | -0.2 | -2 | 7 | -8 | -12 | -4.3
34 | Cc1ccc(C(=O)Nc2ccc(O)c(C(=O)O)c2)o1 | 0 | 10% | -10 | -0.8 | -2 | -4 | 10 | 6 | -1.4
35 | O=C(CCN1C(=O)COc2ccccc21)NCCC1=CCCCC1 | 0 | 5% | -13 | 0.3 | -6 | 7 | -1 | -13 | -2.3
36 | C=CCN1C(=O)C(O)=C(C(C)=O)C1c1ccccc1F (centres undefined) | 4 | 3% | -2 | -1.1 | 18 | -7 | 5 | 5 | -0.2
37 | CC1CCC(C(=O)NC(C(=O)NCCCN2CCOCC2)C(C)C)CC1 (centres undefined) | -2 | 7% | 21 | 0.3 | -1 | -17 | -8 | -1 | 4.3
38 | CC1CCN(Cc2c(C#N)c3ccccc3n2C)CC1 | -2 | 6% | 7 | 0.4 | -8 | 15 | 5 | 14 | -4.5
39 | O=c1[nH]nnc2sc3c(c12)CCCC3 | 2 | 0% | -9 | 0.4 | 0 | 5 | 0 | -10 | 1.6
40 | O=C1CCN2C=Nc3cccc4ccc1c2c34 | 0 | 3%[fluoresces] | -2 | 0.1 | 11 | 56 | 9 | -8 | -0.1
41 | COc1ccc(-c2nc(CSCC(=O)N3CCc4ccccc4C3)c(C)o2)cc1OC | -9 | 3% | -4 | 0.6 | 2 | 10 | 0 | 0 | -3.5
42 | CCC(C)N1C(=O)c2ccccc2C1C(=O)NC1CCCCCC1 (centres undefined) | -1 | 7% | -14 | -0.1 | -4 | 1 | 23 | -3 | -1.0
43 | Cc1ccc2c(c1)c1ncnc(N3CCOCC3)c1n2C | -258[fluorescence artefact?] | 5%[fluoresces] | 14 | 0.4 | 11 | 12 | 5 | 46 | 1.4
44 | C=CCN1C(=O)CN=C1Nc1cc(C)ccc1C | 3 | 6% | -14 | -0.3 | -5 | -13 | -10 | -9 | -3.9
45 | Cn1c(=O)[nH]c(=O)c2c1nc(NCc1ccco1)n2CCCc1ccccc1 | -3 | 6% | 0 | 0.2 | -1 | -8 | -11 | 4 | 2.6
46 | COc1cc([C@H]2[C@@H]3CCCC[C@]3(O)CCN2CC(=O)Nc2ccc(C)cc2C)ccc1O | 3 | 5% | 7 | 0.1 | -8 | 25 | -5 | 16 | -1.6
47 | COc1ccc(-c2nnn(CC(=O)N(C3CCCC3)C(C)C(=O)NC3CCCC3)n2)cc1OC (centres undefined) | 1 | 8% | 20 | -0.2 | 9 | 2 | -2 | 10 | 0.5
48 | CCC(C)c1ccc(OCC(=O)O)cc1 (centres undefined) | 2 | 1% | 4 | 0.0 | -14 | -6 | 7 | 11 | -0.7
49 | CCOC(=O)c1ccc(N2C(=O)CC(N3CCN(C(=O)c4ccco4)CC3)C2=O)cc1 (centres undefined) | 0 | 7% | -4 | 0.5 | -5 | -20 | -4 | 0 | -1.6
50 | CC1(C)C=C(c2ccc(O)cc2)CC(C)(C)N1 | 2 | 2% | -11 | -0.4 | 8 | -14 | 5 | -2 | -4.9
51 | O=C(NCc1ccccn1)C1CCCN(S(=O)(=O)c2cccc3nsnc23)C1 (centres undefined) | -1 | 5% | 16 | 0.2 | -8 | -28 | -16 | -1 | 1.9
52 | CC(C)(C)OC(=O)NCCC(=O)Oc1ccc2ccc(=O)oc2c1 | -282 | 8%[fluoresces] | -12 | 1.2 | -4 | 5 | nt | -6 | 5.1
53 | CCOC(=O)N1CCC(N2CCN(S(=O)(=O)c3ccc(NC(C)=O)cc3)CC2)CC1 | 0 | 10% | 3 | -0.6 | 1 | -23 | -3 | -6 | -0.8
54 | Cn1ccnc1SCC(=O)Nc1sccc1C#N | -8 | 5% | -1 | 0.0 | 7 | -19 | -5 | 9 | -0.1
55 | COc1cc(NC(=O)c2ccco2)c(OC)cc1NC(=O)Nc1cccc(Cl)c1 | 5 | 3% | 12 | 0.2 | 8 | -10 | 20 | -2 | 0.3
56 | CC(C)(C)OC(=O)N1CCC[C@H]1c1nnc(SCc2ccc(Cl)cc2Cl)o1 | 5 | 6% | 0 | -0.7 | 5 | 89* | 10 | -6 | 1.3
57 | COc1cccc(C2c3c(oc4ccccc4c3=O)C(=O)N2c2ccccn2)c1 (centres undefined) | 5 | 8% | -1 | -0.6 | 2 | 7 | 5 | -12 | 0.0
58 | COc1ccc(-c2ccc(-c3nnc(-c4cc(OC)ccc4OC)o3)cc2)cc1 | -68[fluorescence artefact?] | 13%[fluoresces] | 0 | -1.4 | 2 | -10 | -3 | 12 | -2.2
59 | Cc1cc(C)c2nc(N3CCCN(C(=O)c4cnccn4)CC3)c(C#N)cc2c1 | -6 | 5% | -8 | 0.6 | 3 | 18 | -11 | -3 | 0.2
60 | COc1cccc(OC)c1C(=O)N1CCN(c2ccccn2)CC1 | -8 | 1% | -3 | -0.6 | 6 | -5 | 19 | 9 | -0.6
61 | O=C(Oc1cccc2cccnc12)c1cccc(-n2cnnn2)c1 | 7 | 4% | 0 | -0.2 | -2 | -4 | 17 | -5 | -0.5
